# Assay outcomes deposited in PubChem by National Center for Advancing Translational Sciences (NCATS).
# Tau fluor counter – counter-screen for tau fibril formation inhibitors. tau K18 P301L Alexa594 fluorescence, heparin fibrillization. Potency, µM (series often up to 57.7 µM), without a hit: at the highest dose activity change, negative = decrease. hit rate 0.93% among 280,000; further: on the % scale 0 is the no-effect control and ±100 the full control effect; nearly all actives have a fitted effect of over 55% in size
#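 Human tau K18 P301L (15 uM unlabeled, 0.24 uM Alexa 594-labeled) in 100 mM sodium acetate pH 7 with 20 uM heparin, 6 hr at 37 C. ThT 30 uM added, 1 hr ambient; Alexa 594 FP and total fluorescence read at 555/632 nm.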
# aGlu spleen mod – lysosomal alpha-glucosidase (human) modulation | P10253 | human spleen homogenate, 4-MU-alpha-glucoside fluorescence | AID 2112 | hit rate 0.006% among 240,000 | Potency, µM (series often up to 79.9 µM), for the others: at the highest dose activity change, negative = inhibition, most hits filed as inhibitors;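 further: 0% = enzyme with vehicle and -100% = no enzyme basal signal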
#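 Human spleen homogenate (1 ug) with 4-methylumbelliferyl-alpha-D-glucopyranoside (1 mM final) in 50 mM citrate/phosphate pH 5.0, 0.01% Tween-20; 40 min at 37 C. Stopped at pH 10; 4-MU fluorescence Ex 365/Em 440 nm; AC50 by Hill fit.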
# HTT cytoprotect – protects HTT-Q103 PC12 cells, measured by ATP. hit rate 0.14% among 230,000. PC12 HTT-Q103 induced, cytoprotection, ATP luminescence, 40 h. AID 1471. Potency, µM (titrated, usually from 56.4 µM), inactives show cytoprotection (ATP increase), hits mostly activators;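 further: % of control where 0% means no effect; nearly all actives have a fitted effect of over 45% in size; toxic huntingtin expression switched on by the ecdysone agonist tebufenozide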
#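 PC12 cells with ecdysone-inducible HTT exon 1 Q103-GFP, induced with 100 nM tebufenozide and co-treated with library compounds in a dose series (1536-well, 1500 cells/well). Cytoprotection read as ATP content by ATPlite luminescence.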
# Tau FP inhib – blocks human tau fibril formation measured by polarization; P10636; K18 P301L tau heparin fibrillization, Alexa594 FP, 6 h; Potency, µM (titrated, usually from 57.7 µM), inactives show top-dose activity, negative = inhibition, hits mostly inhibitors; hit rate 0.39% among 280,000; further: on the % scale 0 is the no-effect control and ±100 the full control effect; nearly all actives have a fitted effect of over 55% in size
# Target sequence (P10636 561-689 P618L limits assumed): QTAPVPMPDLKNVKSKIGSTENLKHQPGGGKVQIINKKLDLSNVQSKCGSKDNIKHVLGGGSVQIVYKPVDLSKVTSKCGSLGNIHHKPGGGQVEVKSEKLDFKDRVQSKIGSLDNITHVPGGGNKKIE
#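 Compound effects on tau fibrillization are measured by Alexa 594 fluorescence polarization (ex 555, em 632 nm). K18 P301L tau is used at 15 uM with 0.24 uM labeled tracer, and 20 uM heparin induces aggregation over 6 hr at 37 C.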
# Tau ThT inhib – blocks human tau fibril formation measured by thioflavin T. P10636. recombinant tau K18 P301L, heparin-induced fibrillization, ThT fluorescence. Potency, µM (titrated, usually from 57.4 µM), for inactives: at the highest dose activity, negative = inhibition, hits mostly inhibitors. hit rate 2.1% among 270,000; further: on the % scale 0 is the no-effect control and ±100 the full control effect; nearly all actives have a fitted effect of over 55% in size
#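 Using a mix of unlabeled (15 uM) and Alexa 594-labeled (0.24 uM) tau K18 P301L, heparin-triggered fibrillization over 6 hr at 37 C was scored by ThT fluorescence.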
# GLA spleen mod – inhibits or activates alpha-galactosidase in human spleen homogenate | P06280 | human spleen homogenate, 4MU-alpha-Gal fluorescence, 40 min | hit rate 0.008% among 240,000 | Potency, µM (doses to about 80 µM), for inactives: at the highest dose activity change, negative = inhibition, hits mostly inhibitors | AID 2107;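 further: 0% = enzyme with vehicle and -100% = no enzyme basal signal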
# Target sequence (P06280 32-429 limits assumed): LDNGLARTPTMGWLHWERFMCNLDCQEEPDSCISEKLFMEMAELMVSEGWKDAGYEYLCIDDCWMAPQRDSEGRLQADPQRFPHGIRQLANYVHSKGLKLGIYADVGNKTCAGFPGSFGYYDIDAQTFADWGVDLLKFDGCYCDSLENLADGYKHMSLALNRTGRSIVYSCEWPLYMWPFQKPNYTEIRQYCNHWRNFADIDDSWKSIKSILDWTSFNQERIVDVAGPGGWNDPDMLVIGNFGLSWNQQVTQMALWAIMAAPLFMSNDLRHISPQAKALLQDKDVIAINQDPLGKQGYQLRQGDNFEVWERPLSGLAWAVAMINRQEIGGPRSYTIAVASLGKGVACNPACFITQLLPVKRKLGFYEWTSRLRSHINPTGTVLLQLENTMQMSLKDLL
#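 Human spleen homogenate (1 ug) as enzyme source, 4-methylumbelliferyl-alpha-D-galactopyranoside 1 mM final, citrate/phosphate pH 5.0 with 0.01% Tween-20. Compounds 40 min at 37C, NaOH/glycine stop; fluorescence Ex 365/Em 440, Hill-fit AC50.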
# GAA inh – inhibitors of human lysosomal alpha-glucosidase. Potency, µM (doses to about 76.9 µM), inactives show top-dose activity change, negative = inhibition, actives largely listed as inhibitors. P10253. hit rate 0.005% among 200,000. purified human GAA, 4-MU-alpha-glucoside fluorescence. AID 1466;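 further: plate controls were uninhibited enzyme wells for no effect and no-enzyme background for full effect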
#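 Human enzyme at 4 nM with 400 uM 4-methylumbelliferyl-alpha-D-pyranoside, citrate/phosphate buffer pH 5.0, 0.005% Tween-20, 20 min at room temperature. Compounds up to 77 uM. 4-MU fluorescence (Ex 365/Em 440) read after NaOH/glycine stop; AC50 from Hill fit.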
# GAA glycogen mod – GAA glycogen-cleavage inhibition or activation | P10253 | recombinant GAA, glycogen substrate, Amplex Red glucose oxidase fluorescence | Potency, µM (doses to about 76.4 µM), for inactives: top-dose activity change, negative = inhibition, most hits filed as inhibitors | hit rate 0.38% among 300,000 | AID 2100;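 further: 0% = full enzyme reaction and -100% = no-enzyme basal signal; the screen sought inhibitors and activators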
#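 Natural-substrate format: glycogen cleavage by 4 nM human enzyme, glucose read by Amplex Red coupling (Ex 573, Em 610 nm). Normalized to enzyme and no-enzyme controls.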
# * = called active by the depositor; ? = inconclusive; · = not tested or not shown; & = joins results of further samples; [ ] = another dose, or the depositor's remark. The call rests on the fitted dose curve; in most records, active means well fitted curve in the direction sought with a large enough effect; inconclusive means small, poorly fitted or top-dose-only effect, or another doubt; inactive means no such curve, though single readings can be large; an effect the other way counts as inactive or inconclusive. Potency means the concentration at half of the fitted maximal effect.
Compound	Tau fluor counter	aGlu spleen mod	HTT cytoprotect	Tau FP inhib	Tau ThT inhib	GLA spleen mod	GAA inh	GAA glycogen mod
COc1ccc(/C=N/NC(=O)CC(=O)N/N=C/c2ccc(OC)cc2)cc1	-5%	-2%	·	-1%	-17%	-17%	3%	24%
Cc1ccnc(NS(=O)(=O)c2ccc(NC(=O)c3ccc4c(c3)OCCO4)cc2)n1	-5%	7%	18%[10 µM]	1%	-2%	4%	?	3%
COCc1cc(=O)[nH]c(Nc2nc(C)c3cc(OC)ccc3n2)n1	-7%	3%	1%	-3%	?	1%	-7%	6%
CCc1nnc(NC(=O)c2ccc(-c3cccc(C(F)(F)F)c3)o2)s1	-2%	-3%	-3%[10 µM]	10%	2%	-4%	7%	0%
CCNc1cc(S(=O)(=O)C(F)(F)F)ccc1N	-4%	0%	15%[0.074 µM]	12%	4%	0%	-2%	-4%
C1CNCCNCCCNCCNC1	-10%	-1%	·	1%	-5%	-2%	0%[15.4 µM]	5%
COc1cccc(NC(=O)CN2CCSc3ccccc32)c1	?	-2%	-9%	?	-22%	-3%	-7%	-1%
COc1cccc(C(=O)C2=NN(C(C)=O)CC2c2ccco2)c1 (configuration not stated)	-5%	2%	10%	7%	-5%	-11%	-12%	-7%
CCN(c1ccc(OC)cc1)S(=O)(=O)c1nnc(NC(=O)c2ccccc2Cl)s1	-15%	·	·	9%	-18%	·	·	-5%&-6%[76.3 µM]
Cc1ccc(NC(=O)Cn2c(=O)n(CCCCC(=O)NCCc3ccc(Cl)cc3)c(=O)c3ccccc32)cc1	-6%	·	·	-21%	15%	·	·	13%[76.3 µM]
Cc1sc(N/N=C/c2cc([N+](=O)[O-])ccc2O)nc1-c1ccccc1	-20%	3%	-8%	3%	-16%	-6%	4%	-6%
CCOC(=O)c1sc(NC(=O)c2ccc(CC)s2)nc1C	-5%	-11%	-20%[0.074 µM]	-4%	-12%	5%	-7%	3%
Cc1ccc(C2C(C#N)=C(N)Oc3nc(-c4ccccc4)[nH]c32)o1 (configuration not stated)	?	0%	9%	-5%	?	-1%	-7%	-5%
O=C(O)c1ccc(COc2ccccc2/C=C2\NC(=O)N(Cc3ccc(F)cc3)C2=O)cc1	-9%	6%	25%[10 µM]	1%	-5%	4%	-3%	11%
COc1cccc(-c2nnc3sc(-c4ccco4)nn23)c1	11%	7%	5%	-10%	7%	5%	14%	22%
C=CCn1c(SCC(C)=O)nnc1-c1cc(-c2ccccc2)sc1N	-28%	-3%	24%[1.9 µM]	3%	?	-2%	-2%	?
C/C(Cl)=C\C[N+](C)(C)CC(=O)OCCc1ccccc1	-6%	5%	20%[10 µM]	-4%	-2%	14%	·	3%
Cc1csc2c(N3CCC(C(=O)O)CC3)ncnc12	-6%	-18%	7%[10 µM]	5%	-5%	10%	·	-1%
CS(=O)(=O)Nc1ccc(S(=O)(=O)N2CCOCC2)cc1	-2%	-14%	-11%	-11%	-3%	1%	1%	-1%
CC(C)[C@H]1COC(c2cccc([N+](=O)[O-])c2)=N1	-8%[126 µM]	2%[181 µM]	?	-6%[126 µM]	-5%[126 µM]	-8%[181 µM]	·	·
CCOC(=O)/C(N=Nc1c(C)n(C)n(-c2ccccc2)c1=O)=C(\C)O	-8%	-9%	·	-3%	-10%	-4%	-6%	-3%
Cc1c(Cl)cccc1NC(=S)N1CCN(Cc2ccccc2)CC1	-9%	-5%	-50%[inhibitor]	-7%	1%	1%	1%	-2%
Cc1cc(C)n(NC(=S)NC2CCCC2)c(=O)c1C#N	-9%	-2%	12%[10 µM]	-3%	-11%	5%	3%[15.4 µM]	0%
O=C(COc1ccc(S(=O)(=O)NC2CCCCC2)cc1)Nc1ccc(C(F)(F)F)cc1	-15%	·	·	?	7%	·	·	11%[76.3 µM]

# Arranged by count of non-hydrogen atoms (high to low): some entries from above
Compound	Tau fluor counter	aGlu spleen mod	HTT cytoprotect	Tau FP inhib	Tau ThT inhib	GLA spleen mod	GAA inh	GAA glycogen mod
O=C(COc1ccc(S(=O)(=O)NC2CCCCC2)cc1)Nc1ccc(C(F)(F)F)cc1	-15%	·	·	?	7%	·	·	11%[76.3 µM]
CCOC(=O)/C(N=Nc1c(C)n(C)n(-c2ccccc2)c1=O)=C(\C)O	-8%	-9%	·	-3%	-10%	-4%	-6%	-3%
Cc1c(Cl)cccc1NC(=S)N1CCN(Cc2ccccc2)CC1	-9%	-5%	-50%[inhibitor]	-7%	1%	1%	1%	-2%
COc1cccc(-c2nnc3sc(-c4ccco4)nn23)c1	11%	7%	5%	-10%	7%	5%	14%	22%
CS(=O)(=O)Nc1ccc(S(=O)(=O)N2CCOCC2)cc1	-2%	-14%	-11%	-11%	-3%	1%	1%	-1%
Cc1csc2c(N3CCC(C(=O)O)CC3)ncnc12	-6%	-18%	7%[10 µM]	5%	-5%	10%	·	-1%
CC(C)[C@H]1COC(c2cccc([N+](=O)[O-])c2)=N1	-8%[126 µM]	2%[181 µM]	?	-6%[126 µM]	-5%[126 µM]	-8%[181 µM]	·	·

# The listing continues:
Compound	Tau fluor counter	aGlu spleen mod	HTT cytoprotect	Tau FP inhib	Tau ThT inhib	GLA spleen mod	GAA inh	GAA glycogen mod
C/C=C(/C)C(=O)Nc1cccc(C2=NOC3(C2)C[C@@H](C(N)=O)N(C(=O)/C=C/CC)C3)c1 (some centres not stated)	4%	9%	3%[10 µM]	-7%	2%	15%	·	6%
C=C(C)CN(CC)c1nc(N)c2c(N)nc3c(c2c1C#N)CC(=O)N3C12CC3CC(CC(C3)C1)C2	-28%	-3%	-36%[inhibitor]	-9%	?	-2%	0%	0%
COCC(=O)OCC(=O)Nc1ccccc1-c1ccccc1	-1%	3%	-26%	-6%	-4%	-1%	-3%	3%
O=C1c2[nH]nc(-c3ccccc3)c2C(c2ccccc2)N1c1cccc(C(F)(F)F)c1 (configuration not stated)	?	·	·	?	-19%	·	·	-15%[76.3 µM]
Cc1ccc(CN(c2ccc(C(=O)NCc3ccc4c(c3)OCO4)cc2)S(C)(=O)=O)cc1	-29%	-6%	1%	-5%	-12%	-3%	-5%	-6%
COc1ccc(CNC(=O)COC(=O)/C=C/c2cccc(Br)c2)cc1	-8%	3%	-21%	-3%	-4%	-2%	4%	4%
Cc1cc([N+](=O)[O-])nn1CC(=O)N1N=C(C(F)F)CC1(O)C(F)F (configuration not stated)	1%	-2%	·	7%	-4%	5%	4%	-9%
CCc1[nH]nc2c1C(c1ccsc1)C(C#N)=C(N)O2 (configuration not stated)	-4%	-2%	-3%[10 µM]	-3%	-14%	2%	-4%	-1%

# Single entries from the results shown.
# Entry of COc1ccc(CNC(=O)COC(=O)/C=C/c2cccc(Br)c2)cc1 in aGlu spleen mod: 3%
# Entry of C=C(C)CN(CC)c1nc(N)c2c(N)nc3c(c2c1C#N)CC(=O)N3C12CC3CC(CC(C3)C1)C2 in aGlu spleen mod: -3%

# (list continues)
Compound	Tau fluor counter	aGlu spleen mod	HTT cytoprotect	Tau FP inhib	Tau ThT inhib	GLA spleen mod	GAA inh	GAA glycogen mod
Cn1c(-c2ccccc2)cnc1SCc1nc2ccccc2c(=O)[nH]1	-7%	1%	-28%[10 µM]	-8%	-11%	-7%	-3%	1%
CC1CCc2c(C(=O)Nc3ccccn3)csc2C1 (configuration not stated)	-2%	4%	-24%[10 µM]	-7%	·	-6%	·	0%
CCOc1ccccc1-n1c(CNc2ccc(F)cc2)nnc1SCC(=O)NCc1ccco1	9%	5%	-2%[10 µM]	6%	10%	8%	-4%	-1%
O=C(CSc1nc(O)cc(=O)n1-c1ccccc1)NCc1ccccc1	0%	0%	-2%	8%	-10%	-2%	?	-14%
COCC(C)NC(=O)C1CC(c2cccc(Br)c2)=NO1 (configuration not stated)	5%	0%	-17%	1%	1%	10%	-6%	0%
O=C(Nc1ccc(N2CCCC2)c(S(=O)(=O)Nc2cccc(C(F)(F)F)c2)c1)c1cccs1	10µM*[quencher]	2%	12%[10 µM]	7%	-13%	6%	2%	?
Cc1nnc(SCC2=C(C(=O)O)N3C(=O)C(NC(=O)Cn4nc(C)c(Cl)c4C)C3SC2)s1 (configuration not stated)	-1%	3%	-28%	3%	12%	-3%	4%	-5%
CCOc1ccc(Nc2nc(C)c(NC(=O)c3cccc(OC)c3)c(Nc3ccc(OCC)cc3)n2)cc1	11µM*[quencher]	·	·	12%	?	·	·	3%[76.3 µM]
CC(C)NCc1nnc(-c2ccccc2Cl)o1	-4%	0%	-6%	-3%	3%	6%	-6%	3%
O=C(c1ccccc1)[C@@H]1[C@@H](C(=O)c2ccc(F)cc2)[C@@]2(C(=O)Nc3ccccc32)[C@H]2c3ccccc3C=CN12	-20%	-1%	2%[10 µM]	-10%	?	1%	-5%	14%
Cc1ccc(OCCOCCNC(C)C)c(Br)c1	-1%	7%	6%	-2%	-2%	12%	1%	2%
COc1ccc(-c2csc(Nc3ncccc3C)n2)cc1	-2%	0%	-15%[10 µM]	-4%	-7%	21%	-1%	?
CCOC(=O)c1ccc2c(c1)[C@@H]1C=CC[C@@H]1[C@H](c1cccc(OC)c1OC)N2	?	·	·	4%	?	·	·	2%[76.3 µM]
Cc1cc(S(=O)(=O)Nc2ccc3c(c2)COC3=O)ccc1F	-8%	3%	-1%[10 µM]	-2%	-8%	-23%	-11%	-1%
CCOC(=O)c1ccc(NC(=S)N(CCCN2CCCC(C)C2)Cc2cccs2)cc1 (configuration not stated)	-22%	-21%	?	-3%	-8%	-8%	-3%	-4%
c1ccc(Nc2cccc(Nc3ccccc3)n2)cc1	13µM*[quencher]	2%	5%	3%	14µM*	9%	-4%	-17%
Cc1cccc(NC(=O)NCC(F)(F)F)n1	-6%	10%	6%	0%	-6%	3%	-5%	4%
O=C(NCO)c1cccnc1	1%	-2%	·	6%	3%	-12%	·	·

# Not a hit list. About 3.3% of those tested had a hit in this group.
